# Screening data from PubChem.
# PfHsp90 yeast 2: growth inhibition of yeast expressing Plasmodium Hsp90 | S. cerevisiae expressing PfHsp90, BacTiter-Glo ATP, 48 h; yeast lacking PDR1 and PDR3 efflux regulators | inhibition, % at 9.4 µM | actives 0.32% (n = 310,000);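 active = every replicate shows inhibition above about 80%, whatever the replicate mean, limit read from the data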;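 also: 0% = DMSO neutral controls and 100% = 20 µM radicicol positive controls; yeast relying on Plasmodium falciparum Hsp90 in place of its own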
# phage Ecoli inh: E. coli growth loss with phage present; growth absorbance; inhibition, % at 11.9 µM; actives 0.26% (n = 360,000); AID 651602; in the data active = inhibition above about 11%
# OPRM1-OPRD1 inv: inverse agonist of human OPRM1-OPRD1 heterodimerization. inhibition, % at 9.3 µM. actives 0.21% (n = 340,000). cell-based MOR-DOR heterodimer luminescence, inverse agonism. P35372+P41143; in the data active = inhibition above about 22%, passing the limit was not always enough;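 also: 0% = cells with DMSO and 100% = wells without cells with DMSO; values of inactives mirror those of a sister screen read the other way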
# OPRM1-OPRD1 ag: OPRM1-OPRD1 heterodimerization agonism; cells, luminescence; activation, % at 9.3 µM; actives 0.3% (n = 340,000); in the data active = activation above about 18%;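 also: 0% = vehicle-treated cells and 100% = reference agonist; values of inactives mirror those of a sister screen read the other way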
# E coli growth: counter-screen for AddAB inhibitors: E. coli growth inhibition. E. coli V3065 growth, OD600 absorbance, 18 h. actives 0.27% (n = 330,000). inhibition, % at 11.9 µM. AID 449728;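 active = inhibition above the campaign's mean inhibition across all tested compounds plus 3 SD, cut at about 9.9% in these data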;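 also: uninfected addAB+ strain grown without phage in ampicillin broth; 0% = DMSO wells and 100% = ciprofloxacin 0.95 µg/ml wells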
# Tat export inh: blocks Tat-dependent protein export in E. coli. E. coli MC4100 TorA-mCherry Tat export, fluorescence. inhibition, % at 10 µM. actives 0.036% (n = 340,000);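 active = mean replicate inhibition at least 50% and at least half of replicates individually reaching 50%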;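 also: exported cargo escapes ClpAP degradation while cytoplasmic cargo is degraded and loses fluorescence; 0% = median of neutral control wells and 100% = median of NaSCN control wells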
# SUMO Mot1 rescue: SUMOylation pathway inhibition by Mot1-301 growth rescue | S. cerevisiae Mot1-301 growth rescue, ATP luminescence, 38.5C; percent above DMSO median, 100 means doubled | actives 1% (n = 320,000) | growth rescue, % at 18.8 µM | AID 2716;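 active = every valid replicate shows activation above 250% relative to neutral control wells; inactive = the rest, any valid replicate at or below 250%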;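 also: OY570 slx delta 5 strain wells were the positive control but not used for scaling; some compounds called inactive have numbers as strong as hits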
# PKA-R1A act: activates the PKA-R1A holoenzyme complex; P00514+P68181; PKA-R1A dissociation, Cy5-IP20 fluorescence polarization; scaled: DMSO 0%, 113 µM cGMP 100%; activation, % at 11.4 µM; actives 0.083% (n = 340,000); AID 504707;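 active = percent activation above the mean of all tested compounds plus 3 SD, cut at about 19% in these data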;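 also: higher means more PKAc released from R1A so a rise in polarization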
# Arr AP2 block: human beta-arrestin and AP2 interaction inhibition | FITC-arrestin peptide / GST-AP2 beads, flow cytometry; AP2 beta2 appendage carries R879A mutation | inhibition, % at 10 µM | actives 0.31% (n = 340,000);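 active = inhibition above a set limit, near 3 SD of compounds lacking own fluorescence, cut at about 54% in these data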;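 also: plate controls were DMSO wells for no effect and 5 µM unlabelled arrestin peptide for full effect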
#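 System: GST-AP2 R879A bound to glutathione beads, E. coli-expressed. Also added: 50 nM FITC-arrestin peptide. Schedule: compound with beads 12 min RT, then probe 1 h RT. Signal: bead flow cytometry, FITC channel. Read-out basis: percent response.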
# AddAB inh: less growth of phage-infected E. coli with AddAB; E. coli expressing H. pylori AddAB, absorbance growth; inhibition, % at 11.9 µM; actives 0.29% (n = 330,000); AID 435030; in the data active = inhibition above about 12%;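 also: 0% = vehicle wells of infected cells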
# DSG3 Ab inh: inhibitors of pemphigus antibody binding to human desmoglein-3. binding (percent of control), % at 10 µM. actives 0.48% (n = 310,000). DSG3-coupled beads, scFv-anti-DSG3-GFP binding, flow cytometry; stronger effect = lower value. P32926;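 active = binding more than 3 SD below its plate's average and above zero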;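 also: hits lower antibody fragment binding to DSG3; some compounds called inactive have numbers as strong as hits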
# Target sequence (P32926 whole entry, looked up, the tested form may be a part): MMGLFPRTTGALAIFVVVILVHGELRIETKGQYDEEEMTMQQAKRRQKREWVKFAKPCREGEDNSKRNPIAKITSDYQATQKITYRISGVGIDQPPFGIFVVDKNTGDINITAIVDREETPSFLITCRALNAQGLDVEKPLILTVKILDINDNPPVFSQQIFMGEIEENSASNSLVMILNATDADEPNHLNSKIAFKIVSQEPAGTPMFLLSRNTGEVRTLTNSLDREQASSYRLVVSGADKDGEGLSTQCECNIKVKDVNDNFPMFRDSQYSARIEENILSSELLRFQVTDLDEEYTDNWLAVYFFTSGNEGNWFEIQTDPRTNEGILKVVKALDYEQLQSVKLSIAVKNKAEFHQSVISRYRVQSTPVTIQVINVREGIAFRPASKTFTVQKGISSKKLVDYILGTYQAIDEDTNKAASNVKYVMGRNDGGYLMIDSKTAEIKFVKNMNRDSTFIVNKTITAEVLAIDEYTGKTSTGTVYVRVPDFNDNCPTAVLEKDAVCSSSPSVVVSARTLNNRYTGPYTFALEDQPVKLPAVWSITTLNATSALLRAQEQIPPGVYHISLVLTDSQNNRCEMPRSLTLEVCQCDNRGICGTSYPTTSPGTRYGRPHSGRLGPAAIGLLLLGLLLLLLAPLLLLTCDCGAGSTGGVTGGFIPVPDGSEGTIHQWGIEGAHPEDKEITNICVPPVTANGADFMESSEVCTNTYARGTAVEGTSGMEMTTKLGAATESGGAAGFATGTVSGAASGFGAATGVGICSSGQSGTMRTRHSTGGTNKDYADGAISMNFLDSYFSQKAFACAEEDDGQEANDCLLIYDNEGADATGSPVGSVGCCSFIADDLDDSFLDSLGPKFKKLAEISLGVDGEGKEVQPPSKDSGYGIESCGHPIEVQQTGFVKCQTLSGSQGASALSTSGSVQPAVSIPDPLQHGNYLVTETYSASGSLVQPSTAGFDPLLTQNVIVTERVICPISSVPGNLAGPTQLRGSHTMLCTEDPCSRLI
# Active calls of the source: *; . = not tested or not shown.
# The line under a structure holds: PfHsp90 yeast 2 | phage Ecoli inh | OPRM1-OPRD1 inv | OPRM1-OPRD1 ag | E coli growth | Tat export inh | SUMO Mot1 rescue | PKA-R1A act | Arr AP2 block | AddAB inh | DSG3 Ab inh
COC(=O)c1ccc(C(=O)OC)c(NC(=S)N2CCN(C(=O)C3CCCO3)CC2)c1 (stereo not drawn)
→ 4 | 3.0 | 5 | -0.9 | 0.4 | -4 | -15 | 3 | 12 | -0.6 | 108
Cn1cc(C2NC(=O)c3ccccc3N2)c2ccccc21 (stereo not drawn)
→ 8 | 3.9 | -7 | 1.4 | . | 1 | . | -7 | -19 | . | 94
O=c1[nH]c2cc(Cl)ccc2n1-c1ccccc1
→ -4 | 1.5 | -5 | 0.8 | 4.4 | 0 | -10 | -8 | 45 | 1.6 | 111
COc1ccc(C(=O)NCc2ccc3c(c2)OCO3)cc1S(=O)(=O)NCc1ccc(Cl)cc1
→ -13 | 3.5 | -5 | 0.7 | -0.1 | 6 | 31 | -13 | 21 | 3.6 | 101
N=C1c2ccccc2-c2ccccc21
→ 11 | 1.3 | 1 | -0.3 | . | 1 | . | 6 | 15 | . | 97
O=[N+]([O-])c1ccccc1S(=O)(=O)N1CCc2ccccc2C1
→ 5 | 5.4 | 17 | -3.5 | -1.1 | -3 | 20 | -14 | -21 | 1.0 | 84
CCOc1ccc(Br)cc1S(=O)(=O)NCC(c1ccc(OC)cc1)N1CCOCC1 (stereo not drawn)
→ 12 | -1.2 | 22 | -5.4 | . | -7 | . | -2 | 2 | . | .
CCN(CC)CCCN(C(=O)c1ccc(OC)cc1)c1nc(-c2ccc(OC)cc2)cs1
→ -3 | 3.5 | -5 | 0.9 | 0.7 | -4 | -8 | 2 | -16 | 3.5 | 113
CCOc1ccccc1-c1nc2c(s1)CCc1onc(-c3ccc(OC)cc3)c1-2
→ -11 | 1.4 | 8 | -1.4 | -1.4 | -3 | 5 | -3 | 2 | 0.8 | 101
O=C(N/N=C/c1cc(Br)ccc1O)c1ccccc1Cl
→ -54 | -1.0 | -26 | 4.8 | -5.2 | 1 | -23 | 0 | -1 | -4.1 | 111
CCOC(=O)c1c(-c2ccccc2)n(C)c2ccc(O)cc12
→ . | 0.1 | -12 | 2.5 | -2.7 | 2 | -2 | 12 | -8 | 3.5 | 105
CCN(C(=O)COC(=O)CC(C)c1ccccc1)c1c(N)n(Cc2ccccc2)c(=O)[nH]c1=O (stereo not drawn)
→ -7 | 0.5 | 6 | -1.6 | -0.7 | -2 | 29 | -2 | 22 | -0.7 | .
CCOC(=O)N1CCN(C(=O)c2cccc(N3C(=O)NC4CC3(C)Oc3ccccc34)c2)CC1 (stereo not drawn)
→ -19 | 4.4 | 19 | -3.6 | 2.3 | 3 | 2 | -14 | -5 | 4.2 | 105
CCN(CC(=O)Nc1c(F)cccc1F)C(=O)/C=C/c1ccc2ccccc2n1
→ . | 7.3 | 4 | -0.8 | -3.5 | -5 | -6 | -5 | 60* | -1.0 | 77*
COc1ccc(Nc2nc3ccc(OC)cc3s2)cc1
→ -4 | 2.8 | -2 | 0.5 | 0.2 | 6 | 14 | 2 | -2 | -0.9 | 111

# An excerpt of the results above:
# The line under a structure holds: PfHsp90 yeast 2 | phage Ecoli inh | OPRM1-OPRD1 inv | OPRM1-OPRD1 ag | E coli growth | Tat export inh | SUMO Mot1 rescue | PKA-R1A act | Arr AP2 block | AddAB inh | DSG3 Ab inh
COC(=O)c1ccc(C(=O)OC)c(NC(=S)N2CCN(C(=O)C3CCCO3)CC2)c1 (stereo not drawn)
→ 4 | 3.0 | 5 | -0.9 | 0.4 | -4 | -15 | 3 | 12 | -0.6 | 108
Cn1cc(C2NC(=O)c3ccccc3N2)c2ccccc21 (stereo not drawn)
→ 8 | 3.9 | -7 | 1.4 | . | 1 | . | -7 | -19 | . | 94
O=c1[nH]c2cc(Cl)ccc2n1-c1ccccc1
→ -4 | 1.5 | -5 | 0.8 | 4.4 | 0 | -10 | -8 | 45 | 1.6 | 111
COc1ccc(C(=O)NCc2ccc3c(c2)OCO3)cc1S(=O)(=O)NCc1ccc(Cl)cc1
→ -13 | 3.5 | -5 | 0.7 | -0.1 | 6 | 31 | -13 | 21 | 3.6 | 101
N=C1c2ccccc2-c2ccccc21
→ 11 | 1.3 | 1 | -0.3 | . | 1 | . | 6 | 15 | . | 97
O=[N+]([O-])c1ccccc1S(=O)(=O)N1CCc2ccccc2C1
→ 5 | 5.4 | 17 | -3.5 | -1.1 | -3 | 20 | -14 | -21 | 1.0 | 84

# Later entries
# The line under a structure holds: PfHsp90 yeast 2 | phage Ecoli inh | OPRM1-OPRD1 inv | OPRM1-OPRD1 ag | E coli growth | Tat export inh | SUMO Mot1 rescue | PKA-R1A act | Arr AP2 block | AddAB inh | DSG3 Ab inh
Cc1c(-c2ccc(OCc3ccccc3)cc2)nc2ccccc2c1C(=O)O
→ -5 | 3.3 | 8 | -1.8 | -0.3 | 0 | 254 | 3 | -1 | 0.5 | 143
Cc1ccc(NC(=O)CC(C)CC(=O)NCc2ccccc2)cc1Cl (stereo not drawn)
→ -16 | 0.3 | 1 | -0.1 | 0.3 | 23 | 31 | -5 | -1 | 2.1 | 102
C/C(=N\O)C(C)/[N+]([O-])=C/c1nc(C)c(C)n1O (stereo not drawn)
→ -3 | 2.7 | 1 | -0.1 | 3.5 | 3 | 2 | -8 | -1 | 0.0 | 107
CC(=O)Nc1ccc(CN(C)CC2CCCN(CCc3cccc(C(F)(F)F)c3)C2)cc1 (stereo not drawn)
→ 17 | 5.3 | -16 | 3.0 | 0.2 | 0 | 185 | -8 | 19 | 4.2 | 110
COc1ccccc1/C=C/C=N/NC(=O)CCn1cnc2ccccc21
→ -4 | 2.2 | 6 | -1.3 | -4.0 | 7 | 57 | -10 | 0 | -1.6 | 101
CCC(=O)N(Cc1cc2c(C)ccc(C)c2[nH]c1=O)C1CCCCC1
→ 4 | 1.0 | 3 | -0.5 | -1.1 | 7 | -7 | -3 | -22 | 0.5 | 110
COC(=O)C[C@H]1c2ccccc2S(=O)(=O)N1C(C)C
→ . | 2.5 | 11 | -1.9 | 3.2 | 9 | -1 | 10 | -3 | 3.5 | 103
CC(C)(C)c1ccccc1NC(=O)COC(=O)CN1C(=O)NC2(CCCC2)C1=O
→ 11 | 3.0 | 4 | -0.7 | 0.4 | -7 | -1 | 6 | -2 | 0.2 | 99
CN(CC(=O)Nc1ccc2c(c1)OCCO2)CC(=O)Nc1ccc(F)c(F)c1F
→ -6 | 1.0 | 18 | -3.7 | -4.3 | -1 | -4 | 1 | 0 | -1.0 | .
CC(=O)CSc1nnc(CN2C(=O)CSc3ccc(C(F)(F)F)cc32)n1C
→ 10 | 1.9 | 16 | -3.1 | 1.5 | 0 | 1 | -8 | -8 | 2.7 | 122
CCC(=O)Nc1ccccc1C(=O)OCC(=O)c1ccccc1
→ 28 | 0.9 | -6 | 1.2 | 1.0 | 1 | 39 | -2 | -3 | 3.3 | 98
CCc1ccc(CCC(=O)Nc2ccc(C(=O)O)cc2)o1
→ 6 | 1.8 | 9 | -1.8 | 0.8 | -8 | 6 | -6 | 29 | 2.6 | 101
FC(F)(F)c1cccc(-n2c(Cn3nnc4ccccc43)n[nH]c2=S)c1
→ . | 0.5 | . | . | -0.5 | . | -3 | . | -24 | 3.1 | 109
O=C(N/N=C/c1cccc([N+](=O)[O-])c1)c1cc[n+](CCO)cc1
→ -5 | 2.4 | 6 | -1.1 | 1.2 | -9 | 10 | 11 | 9 | 2.0 | 119
CCOC(=O)COc1c(C(=O)OC)sc2ncccc12
→ -11 | 0.1 | -1 | 0.2 | -0.2 | -10 | -16 | -1 | 27 | -0.3 | .

# (listing goes on)
# Short keys: A = PfHsp90 yeast 2; B = phage Ecoli inh; C = OPRM1-OPRD1 inv; D = OPRM1-OPRD1 ag; E = E coli growth; F = Tat export inh; G = SUMO Mot1 rescue; H = PKA-R1A act; I = Arr AP2 block; J = AddAB inh; K = DSG3 Ab inh
COC(CNC(=O)C(=O)NCC1CCCN1S(=O)(=O)c1cccs1)OC (stereo not drawn)
  A: .; B: 2.7; C: -2; D: 0.4; E: -1.4; F: -6; G: -6; H: 5; I: 7; J: 1.4; K: 102

Cc1ccc(C)c(-n2c(Cc3cc(=O)[nH]c(=O)[nH]3)nnc2SC(C)C)c1
  A: 4; B: 1.7; C: 13; D: -2.7; E: 0.3; F: 19; G: -12; H: 1; I: 2; J: 2.0; K: 108

O=C1CN(C(=O)C2CC2)c2ccccc2N1
  A: 7; B: 3.3; C: 10; D: -1.7; E: -1.0; F: -3; G: -14; H: 2; I: -5; J: 1.0; K: 99

S=c1nc(C23CC4CC(CC(C4)C2)C3)[nH][nH]1
  A: 7; B: -1.1; C: 13; D: -2.7; E: -0.8; F: 0; G: 3; H: 9; I: 3; J: 2.8; K: 103

O=C(CSc1nnc(-c2ccccc2)c2ccccc12)NCCN1C(=O)CSC1=O
  A: 2; B: 0.1; C: 3; D: -0.8; E: -1.9; F: -2; G: .; H: -7; I: 8; J: -2.0; K: 112

O=C(CSc1ccc(Br)cc1)Nc1ccccc1N1CCOCC1
  A: -30; B: 2.1; C: -7; D: 1.4; E: 0.0; F: -10; G: 722*; H: 4; I: 21; J: 5.1; K: 103

Cc1csc(NC(=O)CCN2C(=O)c3ccccc3S2(=O)=O)n1
  A: 2; B: -0.4; C: 3; D: -0.5; E: -1.8; F: -6; G: -3; H: -9; I: 1; J: 0.8; K: 94

O=C(NCc1ccco1)c1ccc(CS(=O)Cc2ccc(Cl)cc2)o1 (stereo not drawn)
  A: 12; B: 2.2; C: 15; D: -2.9; E: -0.1; F: -2; G: 6; H: -1; I: 18; J: 3.4; K: 104

COc1ccc([N+](=O)[O-])cc1NC(=O)Nc1cccc(Cl)c1
  A: -38; B: 3.9; C: -18; D: 3.4; E: 1.1; F: -2; G: -3; H: -4; I: 2; J: -2.1; K: 117
